# TRHR ag – qHTS for Small Molecule Agonists and Allosteric Enhancers of Human TRH Receptor: Primary Screen for Agonists; AID 493084, 2011; Thyrotropin-releasing hormone receptor (Homo sapiens), P34981; 360,000 tested, 0.18% active; activation, % at 2 µM; TRHR cells, calcium flux fluo-8, FDSS agonist mode; in the data active = activation above about 30%; also: 0% is about no effect
#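 TRHR-expressing cells, plated overnight in medium with 10% serum, were loaded with fluo-8 calcium dye at room temperature. After a 10 s baseline, library compound was pin-added and calcium release was recorded kinetically (ex 480/em 530) as agonist response.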
# BLM inh – qHTS Assay for Inhibitors of Bloom's syndrome helicase (BLM) | AID 2528, 2010 | 350,000 tested, 0.2% active | RecQ-like DNA helicase BLM (Homo sapiens), P54132 | Potency, µM (titrated, usually from 56.1 µM), without a hit: at the top dose activity change, negative = inhibition, most hits filed as inhibitors | recombinant BLM DNA unwinding, fluorescence dequenching;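 also: potency is read from the fitted curve at half-maximal effect; plate controls were vehicle for no effect and no enzyme for full effect; nearly all actives have a fitted effect of over 35% in size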
# Target sequence (P54132 whole entry, looked up): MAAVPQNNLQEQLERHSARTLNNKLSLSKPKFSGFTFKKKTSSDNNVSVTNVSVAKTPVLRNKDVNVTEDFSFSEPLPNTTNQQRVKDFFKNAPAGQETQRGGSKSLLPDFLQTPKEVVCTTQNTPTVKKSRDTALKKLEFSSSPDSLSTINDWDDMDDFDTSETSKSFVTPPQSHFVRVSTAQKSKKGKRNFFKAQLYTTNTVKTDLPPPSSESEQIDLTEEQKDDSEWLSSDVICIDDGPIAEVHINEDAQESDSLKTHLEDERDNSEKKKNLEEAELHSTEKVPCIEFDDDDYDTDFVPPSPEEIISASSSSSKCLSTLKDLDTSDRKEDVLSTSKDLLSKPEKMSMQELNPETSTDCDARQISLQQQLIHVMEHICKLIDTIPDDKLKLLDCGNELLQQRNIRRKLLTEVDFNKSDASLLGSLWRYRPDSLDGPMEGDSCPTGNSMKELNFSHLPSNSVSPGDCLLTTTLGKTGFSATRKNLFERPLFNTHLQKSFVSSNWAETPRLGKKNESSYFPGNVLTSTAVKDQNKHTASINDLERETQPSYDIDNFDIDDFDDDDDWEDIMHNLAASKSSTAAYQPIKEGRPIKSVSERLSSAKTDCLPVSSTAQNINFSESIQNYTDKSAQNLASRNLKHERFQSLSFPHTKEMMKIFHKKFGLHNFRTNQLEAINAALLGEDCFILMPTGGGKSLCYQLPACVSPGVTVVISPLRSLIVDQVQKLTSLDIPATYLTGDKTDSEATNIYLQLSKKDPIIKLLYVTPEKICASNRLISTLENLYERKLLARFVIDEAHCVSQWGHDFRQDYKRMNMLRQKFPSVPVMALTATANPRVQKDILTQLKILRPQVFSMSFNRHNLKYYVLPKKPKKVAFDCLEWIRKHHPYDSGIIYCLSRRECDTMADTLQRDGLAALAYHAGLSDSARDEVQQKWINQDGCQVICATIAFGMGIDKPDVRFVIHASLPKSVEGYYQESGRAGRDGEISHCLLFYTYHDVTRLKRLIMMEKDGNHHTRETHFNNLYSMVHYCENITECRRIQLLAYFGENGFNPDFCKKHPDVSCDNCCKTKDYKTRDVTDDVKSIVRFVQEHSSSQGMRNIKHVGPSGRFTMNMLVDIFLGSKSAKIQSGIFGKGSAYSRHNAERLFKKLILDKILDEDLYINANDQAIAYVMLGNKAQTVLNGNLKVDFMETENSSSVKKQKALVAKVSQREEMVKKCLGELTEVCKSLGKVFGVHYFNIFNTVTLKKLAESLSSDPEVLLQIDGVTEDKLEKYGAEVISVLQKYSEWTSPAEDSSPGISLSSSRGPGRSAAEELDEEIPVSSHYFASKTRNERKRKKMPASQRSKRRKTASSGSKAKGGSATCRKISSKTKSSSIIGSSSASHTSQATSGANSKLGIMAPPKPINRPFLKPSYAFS
# Pol iota inh – qHTS for Inhibitors of Polymerase Iota. DNA polymerase iota (Homo sapiens), Q9UNA4. Pol iota fluorescent replication assay, 10 min. Potency, µM (top dose mostly 115 µM), for inactives: top-dose activity, negative = inhibition, actives largely listed as inhibitors. 390,000 tested, 1% active; also: potency is read from the fitted curve at half-maximal effect
#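 Fluorescent replication assay read twice, at 0 min and 10 min after adding 50 nM (final) substrate. Enzyme (10 nM) and compounds were first incubated 15 min at room temperature; enzyme-free buffer wells were negative controls.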
# 12-LOX inh – Primary qHTS assay for inhibitors of human arachidonate 12S-lipoxygenase (ALOX12): Round 2 | Polyunsaturated fatty acid lipoxygenase ALOX12 (Homo sapiens), P18054 | Potency, µM (doses to about 108 µM), for inactives: at the top dose activity change, negative = inhibition, usual class: inhibitors | 580,000 tested, 1.1% active | AID 1671190, 2021 | purified 12hLO, xylenol orange hydroperoxide absorbance; also: potency is read from the fitted curve at half-maximal effect; % is scaled to controls: 0 for no effect and ±100 for the full control effect
#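 Hydroperoxide product was detected by ferrous iron/xylenol orange as the 573 to 405 nm absorbance ratio. Arachidonic acid at 40 uM (final) was turned over for 30 min at room temperature by 150 nM human 12hLO, pH 7.0 Hepes buffer, after 15 min compound preincubation.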
# Anesthetic bind – qHTS Assay for Identification of Novel General Anesthetics; Ferritin light chain (Equus caballus), P02791; 350,000 tested, 0.074% active; apoferritin/1-aminoanthracene competitive binding, fluorescence; Potency, µM (top dose mostly 77.5 µM), for the others: at the top dose activity change, negative = displacement, hits mostly inhibitors; also: potency is read from the fitted curve at half-maximal effect; % is scaled to controls: 0 for no effect and ±100 for the full control effect; nearly all actives have a fitted effect of over 20% in size
#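 10 uM apoferritin + 50% sat. 1-AMA, PBS; cpd 10 min RT; Ex380/Em535 endpoint; normalized to free probe vs complex; 4-param Hill fit; propofol titration as pos. ctrl.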
# POLB inh – qHTS Assay for Inhibitors of DNA Polymerase Beta; P06746; Pol beta primer extension/strand displacement, fluorescence kinetic; Potency, µM (titrated, usually from 114 µM), without a hit: top-dose activity change, negative = inhibition, usual class: inhibitors; 340,000 tested, 1.3% active; AID 485314, 2010; also: potency is read from the fitted curve at half-maximal effect; % is scaled to controls: 0 for no effect and ±100 for the full control effect
#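 Preincubation: enzyme (10 nM) with compound, 15 min, RT. Reaction: substrate added to 50 nM final. Reads: 0 and 10 min. Analysis: normalized, Hill fit.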
# Pol kappa inh – qHTS for Inhibitors of Polymerase Kappa | DNA polymerase kappa (Homo sapiens), Q9UBT6 | purified Pol kappa, fluorescent DNA synthesis assay, 10 min | Potency, µM (top dose mostly 107 µM), for the others: at the highest dose activity, negative = inhibition, hits mostly inhibitors | 400,000 tested, 0.53% active; also: potency is read from the fitted curve at half-maximal effect; % is scaled to controls: 0 for no effect and ±100 for the full control effect
#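 Kinetic fluorescence screen: compound preincubated 15 min RT with 10 nM enzyme; 50 nM substrate (final) initiates; reads at 0/10 min.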
# ERG-DNA inh – qHTS for Small Molecule Inhibitors of the ERG Ets/DNA interaction. Transcriptional regulator ERG (Homo sapiens), P11308. fluorescence polarization, His-ERG Ets domain / labelled DNA. 370,000 tested, 0.028% active. Potency, µM (doses to about 76.9 µM), without a hit: at the top dose FP activity, negative = inhibition, usual class: inhibitors; active = well fitted inhibition curve with a large enough effect in the polarisation, with a control signal flat; inconclusive = small, poorly fitted or top-dose-only effect, or effect the other way, or a change in a side signal; inactive = no such curve, though single readings can be large or run the other way; the % refers to the polarisation;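 also: polarization taken with two DNA probes labelled with fluorescein and Texas red; potency is read from the fitted curve at half-maximal effect; % of control where 0% means no effect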
#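 His-tagged ERG Ets domain (1 uM in the protein solution; 300mM KCl, 50mM Tris-HCl, 1mM EDTA, 1mM DTT, pH 7.5) received compound, then a probe mix of 5 nM fluorescein-DNA and 100nM Texas-615-DNA. Fluorescence polarization was read for both dyes.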
# APEX1 inh – qHTS Assay for Inhibitors of the Human Apurinic/apyrimidinic Endonuclease 1 (APE1) | 350,000 tested, 0.35% active | recombinant APE1, TAMRA/BHQ-2 abasic DNA cleavage fluorescence | AID 2517, 2012 | DNA repair nuclease/redox regulator APEX1 (Homo sapiens), P27695 | Potency, µM (highest dose often 65.8 µM), for inactives: at the top dose activity change, negative = inhibition, hits mostly inhibitors;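 also: potency is read from the fitted curve at half-maximal effect; plate controls were vehicle for no effect and reference inhibitor for full effect; nearly all actives have a fitted effect of over 55% in size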
#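 Activity was derived from the fluorescence gain between first and third kinetic reads (60 s intervals, ex 525/em 598 nm) after 50 nM THF-abasic TAMRA/BHQ-2 duplex was added to 0.75 nM APE1 preincubated 15 min with compound.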
# Active calls of the source: *; ? = inconclusive; · = not tested or not shown; & = joins results of further samples; [ ] = remark or other dose. Unless noted, calls follow the shape of the dose curve; as a rule, active = well fitted curve in the direction sought with a large enough effect; inconclusive = small, poorly fitted or top-dose-only effect, or another doubt; inactive = no such curve, though single readings can be large; an effect the other way counts as inactive or inconclusive. These rows are one share of the data. The share of hits here may be higher or lower than overall.
SMILES,TRHR ag,BLM inh,Pol iota inh,12-LOX inh,Anesthetic bind,POLB inh,Pol kappa inh,ERG-DNA inh,APEX1 inh
CCN(CC)C(=O)N1CCN(c2c([N+](=O)[O-])c(=O)oc3ccccc23)CC1,0.0,·,13%,-5%,·,·,4%,-3%,-11%
Cc1cccnc1CCNC(=O)CCc1nnc(CCc2ccccc2)o1,0.0,0%,55%[activator],-4%,-8%,-6%,0%,11%,-1%
Cc1ccc(C(=O)C2=C(O)C(=O)N(CCN3CCOCC3)C2c2ccccn2)o1 (stereo not drawn),1.4,-5%,·,·,-10%,6%,·,·,3%
Cc1ccc(CNC(=O)C23CN(Cc4ccccc4)CC2C(c2cccc([N+](=O)[O-])c2)=NO3)cc1 (stereo not drawn),-0.7,-9%,-4%,2%,-9%,-2%,-6%,-4%,2%
CC(C)c1ccc(/C=C/C(=O)N2CCOCC2)cc1,0.1,-5%,91%[activator],0%,-16%,0%,2%,-4%,5%
O=C1CCCCc2sc(Br)c([N+](=O)[O-])c2N1,-0.1,2%,?,473%[activator],-9%,-4%,-41%,13%,-8%
CSc1nsc(SCc2ccc(F)cc2)n1,-0.6,-5%,10%,0%,?,29%,-11%,-5%,?
CCCCOc1cccc(C(=O)NC(=S)Nc2cccc(NC(=O)c3ccccc3Cl)c2)c1,1.1,-1%,9%,11µM*,-6%,0%,-3%,8%,3%
O=C(N/N=C/C=C/c1ccccc1)C1CC1c1ccccc1 (stereo not drawn),0.0,0%,12%,4%,2%,-1%,-10%,2%,3%
C=CCNC(=O)c1onc(CSc2ccc(C(C)C)cc2)c1C(=O)O,0.2,-6%,12%,-27%,?,23%,9%,-2%,-3%
Cc1nc2nc(NC(=O)CC(C)C)[nH]n2c(=O)c1Cc1ccccc1,0.5,-5%,2%,?,2%,1%,-7%,2%,·
COc1cc(OC)c(C2=NOC(C(=O)NCc3cccnc3)C2)cc1Cl (stereo not drawn),0.3,-4%,14%,-4%,-15%,25%,-3%,-4%,4%
COc1ccc2[nH]cc(CCNC(=O)Nc3cccc(F)c3)c2c1,3.4,-8%,?,-27%,-3%,34%,-10%,-1%,·
CCCCc1noc(-c2c(-c3ccccc3Cl)noc2C)n1,-0.6,-8%,156%[activator],-3%,-2%,12%,-6%,7%,4%
Cc1cccc(OCC(=O)N(Cc2ccc(F)cc2)C2CCS(=O)(=O)C2)c1C (stereo not drawn),-0.7,-4%,-7%,-5%,-4%,?,-21%,-4%,-20%
O=C1NC(c2ccc(Cl)cc2)Oc2ccccc21 (stereo not drawn),0.9,-3%,23%,0%,?,31%[activator],14%,7%,-4%
Cn1cc(/C=N/NC(=O)c2ccccc2O)c2ccccc21,0.1,-3%,29%,-6%,5%,-9%,-10%,7%,-3%
O=C(NC1CCCCC1)c1cc(Nc2cccc(C(F)(F)F)c2)nc2ccccc12,0.6,3%,-16%,-15%,88%[activator],?,-17%[60.1 µM],-1%,·
CC(=O)Nc1ccc(S(=O)(=O)NC2=C(N3CCN(C)CC3)C(=O)c3ccccc3C2=O)cc1,0.2,-7%,52%,-8%,-2%,0%,4%,13%,8%
Cc1nc2ccccc2c2nc(NC(=O)C(F)(F)F)nn12,1.1,0%,136%[activator],-15%,-2%,4%,-7%,-3%,-2%
C=C(C)CSc1nc2sc3c(c2c(=O)n1-c1ccc(C)cc1)CCN(C)C3,-0.6,-6%,74%[activator],?,-23%,14%,-3%,5%,-5%
COc1ccc(N/N=C(/C)c2cnnc(-c3ccccc3)n2)cc1,0.3,-18%,32%[activator],?,3%,?,-25%,8%,4%
Cc1cccc(N(C(=O)Cn2nnc(-c3ccc(C)o3)n2)C(C(=O)NC2CCCC2)c2ccncc2)c1 (stereo not drawn),0.2,-6%,-9%,-13%,-6%,47%,-2%,8%,-6%
N#CC1=C(N)Oc2cc(N)ccc2C1C1CC=CCC1 (stereo not drawn),0.0,-10%,-6%,-9%,3%,11%,-8%,-9%,0%
COc1cc(/C=N/NC(=O)COc2c(C)cc([N+](=O)[O-])cc2C)ccc1OC(=O)c1ccccc1Br,-0.2,-3%,3%,1%,-12%,0%,-21%,18%,0%

# (further entries)
SMILES,TRHR ag,BLM inh,Pol iota inh,12-LOX inh,Anesthetic bind,POLB inh,Pol kappa inh,ERG-DNA inh,APEX1 inh
CC(C)C(=O)N1CCN(c2ccccc2NC(=O)c2cc([N+](=O)[O-])ccc2N2CCOCC2)CC1,0.4,-6%,30%,-23%,?,22%,3%,-1%,4%
O=C1C2CCCCN2C(=O)N1CCN1CCN(c2ccc([N+](=O)[O-])cc2)CC1 (stereo not drawn),-0.3,-1%,-18%,?,-7%,1%,?,4%,1%
Cc1ccc(N(CC(=O)Nc2ccc(Br)c(C)c2)S(=O)(=O)c2c(C)[nH]c(=O)[nH]c2=O)cc1,0.3,-5%,-3%,?,3%,46%,-17%,-1%,-7%
CCOC(=O)c1c(C)[nH]c(CCC(=O)NCc2ccc(OC)c(OC)c2)c1C,-0.4,1%,29%,0%,-10%,-9%,-3%[60.1 µM],-2%,·
O=C(CN1CCc2ccccc2C1)c1cccs1,-0.4,-5%,20%,?,-21%,8%,-5%,6%,-3%
CCC(C(=O)NC1CCCCC1)n1nc(C)c2sc3ccccc3c2c1=O (stereo not drawn),0.3,-2%,13%,23%&-16%,-4%,2%,-6%,0%,·
COc1ccc(C2C3=C(Nc4ncnn42)c2ccccc2CC3)cc1OC (stereo not drawn),-0.2,-1%,·,·,-16%,14%,·,·,1%
COc1ccc2c(CNC3CCCCCC3)c(C(=O)O)n(Cc3ccccc3F)c2c1,-0.5,-8%,-6%,-19%,-15%,11%,-10%,6%,·
COc1cccc(NC(=O)CCNC(=O)Cn2ccc3ccccc3c2=O)c1,-0.4&0.3,2%&-3%,32%&4%,4%&29%,3%&-7%,?,7%&-11%,10%&-16%,2%
O=S(=O)(Nc1ccc2nc(N3CCOCC3)sc2c1)c1ccccc1,-0.3,·,27%,-10%,·,·,-7%,-5%,30%
O=C(COc1ccc(Cl)cc1)NCc1nnc(SCC(=O)NCC2CCCO2)o1 (stereo not drawn),-0.5,-8%,24%,2%,-3%,2%,-1%[60.1 µM],6%,-5%
O=S(=O)(Nc1ccc(-c2ccc(N3CCCC3)nn2)cc1)c1ccc(Cl)cc1,-0.5,-2%,10%,-16%,-18%,-13%,-8%[60.1 µM],-1%,·
CCCc1ccc2oc(C(=O)NCCN3CCCC(C(N)=O)C3)c(C)c2c1 (stereo not drawn),-0.6,4%,-17%,-19%,-18%,29%,18%,12%,40%[activator]
CC(=O)Nc1ccc2nc(-c3ccccn3)[nH]c2c1,0.2,-1%,-9%,?,-6%,1%,-7%,-4%,-9%
N#Cc1cc2c(nc1SCc1nc3ccccc3[nH]1)CCC2,-0.2,-22%,·,·,-10%,10%,·,·,-2%
CCNc1nc(OC)nc(N2CCC(Cc3ccccc3)CC2)n1,0.0,-2%,6%,7%,7%,2%,-17%,1%,14%
O=C1CSC2(C(=O)N(Cc3ccccc3F)c3ccccc32)N1c1ccc(F)cc1 (stereo not drawn),-0.4,-6%,-23%,-6%,-6%,19%,-4%,1%,·
O=c1cc(CN2CCC3(CC2)OCCO3)c2c(ccc3ccccc32)o1,0.4,-12%,12%,?,7%,9%,-5%,-21%,?
Clc1ccc2nc(-c3ccc(N4CCOCC4)cc3)c(Nc3ccccc3)n2c1,0.1,-2%,-3%,-3%,2%,26%,-3%,?,·
COc1cc(-c2nc(-c3cccc(Cl)c3)c(-c3ccccc3)[nH]2)cc(OC)c1OC,-0.1,-3%,7%,-19%,40%[activator],4%,8%,1%,·
CCOC(=O)c1c(S(=O)(=O)N2CCC(C(=O)Nc3ccc(F)cc3F)CC2)c(C)n(C)c1C,-0.3,2%,20%,-17%,-3%,7%,-6%[60.1 µM],0%,·
COc1ccc(N2CCN(C(=O)CN3c4cccc5cccc(c45)S3(=O)=O)CC2)cc1,·,·,6%,?,·,·,-32%,-4%,18%
CSc1ccccc1C(=O)Nc1cc(C)ccc1C,-0.4,0%,-6%,-5%,-14%,21%,-17%,4%,-2%
CN1CCc2c(sc3c2C(=O)NC(/C=C\c2ccccc2)N3)C1 (stereo not drawn),2.2,2%,74%[activator],166%[activator],3%,0%,-8%,-12%,-4%

# Only 12-LOX inh, for some of the entries so far:
SMILES,12-LOX inh
COc1ccc2c(CNC3CCCCCC3)c(C(=O)O)n(Cc3ccccc3F)c2c1,-19%
O=C1C2CCCCN2C(=O)N1CCN1CCN(c2ccc([N+](=O)[O-])cc2)CC1 (stereo not drawn),?
CCOC(=O)c1c(S(=O)(=O)N2CCC(C(=O)Nc3ccc(F)cc3F)CC2)c(C)n(C)c1C,-17%
O=S(=O)(Nc1ccc2nc(N3CCOCC3)sc2c1)c1ccccc1,-10%

# Screening data deposited in PubChem BioAssay by National Center for Advancing Translational Sciences (NCATS).
